WT yeast gro inh: growth inhibition of WT strain, primary screen, mitochondrial fusion inhibitor project, WT and mutant strains, chemical genetic. mitochondrial fusion phenotypic screen. hit rate 2.1% among 190,000. inhibition, % at 10 µM; in the data active = inhibition above about 58%; tested in S. cerevisiae
RSV CPE inhibition: RSV antiviral activity via CPE protection, HEp-2 cells, primary 10 µM value included (AID 2391); HEp-2 cells, RSV-induced CPE inhibition; higher % means a stronger effect; CPE inhibition, % at 10 µM; hits with a dose series show IC50 in µM; hit rate 0.13% among 310,000; in the data active = a potency from the dose series; inconclusive = CPE inhibition mostly from about 23% at the one dose, without a potency; inactive = the rest, 99 in 100 with CPE inhibition below about 21%; note: strong numbers were not always called active
SV40 large T antigen: SV40 large T antigen inhibitors, biochemical (AID 1903); SV40 large T antigen ATPase/helicase inhibition assay; higher % means a stronger effect; inhibition, % at 20 µM; hits with a dose series show IC50 in µM; hit rate 0.39% among 310,000; in the data active = a potency from the dose series; inconclusive = inhibition mostly from about 32% at the one dose, without a potency; inactive = the rest, 99 in 100 with inhibition below about 32%; note: strong numbers were not always called active
Dengue-2 NS5 capping: Dengue-2 NS5 methyltransferase inhibitors, primary screen, biochemical, confirmation dose response (AID 588689). Genome polyprotein (Dengue virus type 2 (strain 16681-PDK53)). Dengue-2 NS5 methyltransferase capping enzyme assay, biochemical; higher % means a stronger effect. inhibition, % at 25 µM; hits with a dose series show IC50 in µM. hit rate 0.3% among 340,000; in the data active = a potency from the dose series; inconclusive = inhibition above about 29% without an active follow-up result
ER stress rescue: rescue of cells from ER stress-induced death, primary screen, 384-well, CSM14.1, thapsigargin, ATP luminescence (AID 1222); CSM14.1 thapsigargin-induced death rescue, ATP luminescence; higher % means a stronger effect; one-dose cellular ATP content (survival), % at 20 µM; EC50 in µM for titrated hits; 190,000 tested, under 10 active;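 active = EC50 below 50 µM in the dose-response confirmation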;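 note: death triggered by thapsigargin at about 15 µM added after 2 h compound pretreatment; cell ATP read after overnight thapsigargin exposure of roughly 18 to 22 hours; normalized against plate controls of thapsigargin alone and 5% DMSO vehicle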
XIAP antagonists: XIAP antagonists, biochemical, IAP family, fluorescence polarization (AID 1018) | XIAP BIR domain, fluorescence polarization peptide displacement; higher % means a stronger effect | hit rate 0.007% among 200,000 | E3 ubiquitin-protein ligase XIAP (Homo sapiens) | one-dose displacement, % at 20 µM; IC50 in µM for titrated hits; in the data active = displacement above about 50%; note: a part of the inactive calls stands beside numbers as strong as those of hits
Yfh1-depleted yeast: enhancers of respiration in Yfh1-depleted yeast, dose response, Friedreich's ataxia, plus single-dose screen (AID 1465); S. cerevisiae Yfh1-off respiration, WST-1 reduction, 72 h; higher fold induction means a stronger effect; one-dose fold induction at 50 µM; EC50 in µM for titrated hits; hit rate 0.074% among 220,000;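 active = fold induction of absorbance versus untreated yeast above a set limit, then at least 30% activation at any dose in follow-up; inconclusive = repeats straddling the limit, or above it without dose testing; inactive = fold induction below the set limit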;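 note: activators that raise dye reduction in frataxin-depleted yeast; strong numbers were not always called active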
West Nile virus CPE: West Nile virus antiviral activity, cell-based, CPE readout (AID 1621); West Nile virus-infected cells, CPE inhibition; higher % means a stronger effect; hit rate 0.02% among 290,000; one-dose CPE inhibition, % at 10 µM; IC50 in µM for titrated hits; in the data active = a potency from the dose series; inconclusive = CPE inhibition mostly from about 3.7% at the one dose, without a potency; inactive = the rest, 99 in 100 with CPE inhibition below about 2.2%; note: strong numbers were not always called active
K1F lysis inhibition: inhibition of K1F phage lysis, E. coli UTI89, bacterial capsule biogenesis inhibitors, alamar blue (AID 488966); E. coli UTI89 K1F phage lysis, alamar blue, 2 h; higher % means a stronger effect; inhibition, % at 100 µM; hits with a dose series show IC50 in µM; hit rate 0.02% among 340,000;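 active = phage lysis inhibition, versus mean bacterial control, above a set limit; inconclusive = no clear call, values can overlap the other calls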;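 note: capsule biogenesis inhibitors block K1F phage lysis so surviving cells raise fluorescence; higher fluorescence means more inhibition of phage lysis; actives were called in the ten point dose series up to 300 µM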
WT yeast gro inh mutant strain: second read-out of WT yeast gro inh, no call of its own (marks repeat the call); inhibition, %; mitochondrial fusion phenotypic screen, mutant strain inhibition
Starred values were filed as active, the others as inactive; i = inactive; ? = inconclusive; / = no result given; [ ] = another dose, or the depositor's remark.

Values run as follows: WT yeast gro inh	WT yeast gro inh mutant strain	RSV CPE inhibition	SV40 large T antigen	Dengue-2 NS5 capping	ER stress rescue	XIAP antagonists	Yfh1-depleted yeast	West Nile virus CPE	K1F lysis inhibition
- COc1ccc(CCNC(=O)CC(NS(=O)(=O)c2ccc(NC(C)=O)cc2)C(C)C)cc1OC (stereo unspecified)
    -4	4	1.3%	7%	1%	3.7%	-2.7%	i	0.0%	-0.2%
- CCc1nnc(NC(=O)CCC(=O)NCC2CCCO2)s1 (stereo unspecified)
    -9	-21	0.9%	-1%	-4%	-3.1%	2.8%	i	0.7%	0.6%
- CNc1ccccc(-c2ccc3ccccc3n2)c1=O
    -4	-24	2.0%	4%	-5%	-4.7%	-6.8%	i	-0.4%	0.4%[50 µM]
- O=C1Cc2ccccc2N1c1ccccc1
    0	-9	8.3%	2%	2%	-0.1%	-1.9%	i	-0.2%	0.2%
- CC1CN(C(=O)C2CC(=O)N(c3ccc(Cl)cc3)C2)CC(C)O1 (stereo unspecified)
    /	/	0.3%	-3%	-11%	/	/	/	0.3%	0.1%
- Cc1ccc(C)c(N2CCN(C(=O)CNS(=O)(=O)c3cccs3)CC2)c1
    11	1	0.8%	10%	-3%	-3.0%	-20%	i	-1.2%	-0.2%
- Cc1ccc(S(=O)(=O)N2CCCN(c3nccc(C(F)(F)F)n3)CC2)cc1
    /	/	4.2%	-2%	/	/	/	i	-0.6%	/
- O=C(CC1SCCNC1=O)Nc1cccc([N+](=O)[O-])c1 (stereo unspecified)
    /	/	/	5%	-2%	/	/	i	0.2%	-1.4%
- COc1cc(OC)c2ccc(=O)oc2c1C(CC(=O)N1CCCC(C)C1)c1ccc2c(c1)OCO2 (stereo unspecified)
    /	/	0.7%	8%	-4%	/	/	i	0.2%	-0.2%
- CCN(CC)c1ccc(/C=N/NC(=O)c2nnn(-c3nonc3N)c2-c2ccc(C)cc2)cc1
    /	/	9.7%	11%	-4%	/	/	/	-0.2%	0.5%
- CC1CN(c2cc(-c3ccccc3)c3ccccc3n2)CC(C)O1 (stereo unspecified)
    76*	34*	18%	-8%	-6%	1.6%	-12%	i	-0.3%	-1.0%
- COc1ccc(OCCSc2nnc(-c3ccoc3C)n2C)cc1
    -17	-1	1.2%	-5%	-5%	/	1.1%	i	-0.2%	0.5%
- O=C(COc1ccccc1)N=C1SC2CS(=O)(=O)CC2N1c1ccccc1 (stereo unspecified)
    /	/	2.9%	18%	-10%	/	/	/	0.4%	0.3%
- O=C(COC(=O)/C=C/c1cccc(F)c1)NNC(=O)c1ccccc1
    15	3	2.0%	-3%	-1%	0.8%	-5.7%	i	0.3%	-0.5%
- Cc1ccc(C(=O)OCC(=O)Nc2nc(-c3ccccc3)cs2)cc1NC(=O)c1ccco1
    16	4	0.8%	-4%	-10%	-0.5%	-0.7%	i	-0.2%	0.5%
- COc1ccc2oc(=Nc3cc(F)ccc3F)c(C(N)=O)cc2c1
    2	-25	-0.3%	-2%	-7%	-0.9%	-0.5%	i	-0.4%	0.3%
- COc1ccc2nc(SCC(=O)N(C)C3CCCCC3)c(C#N)cc2c1
    15	6	8.5%	-4%	-8%	-2.8%	-5.8%	i	-0.8%	0.9%
- Cn1c2ccccc2c(=O)c2c(=O)n(Cc3ccccc3)c(-c3ccc(F)cc3)nc21
    /	/	/	9%	-1%	/	/	i	-0.7%	-0.6%
- COc1ccc(NC(=O)CCc2c(C)nc3nc(CNC(=O)c4cccc(F)c4)nn3c2C)cc1OC
    /	/	0.7%	/	3%	/	/	/	0.4%	-0.1%
- COCCCNCCOCCSc1ccc(Cl)cc1
    -2	16	-0.1%	6%	0%	-1.6%	-8.0%	i	0.0%	-0.1%

Continued; it opens with the two that closed the last part.
Values run as follows: WT yeast gro inh	WT yeast gro inh mutant strain	RSV CPE inhibition	SV40 large T antigen	Dengue-2 NS5 capping	ER stress rescue	XIAP antagonists	Yfh1-depleted yeast	West Nile virus CPE	K1F lysis inhibition
- COc1ccc(NC(=O)CCc2c(C)nc3nc(CNC(=O)c4cccc(F)c4)nn3c2C)cc1OC
    /	/	0.7%	/	3%	/	/	/	0.4%	-0.1%
- COCCCNCCOCCSc1ccc(Cl)cc1
    -2	16	-0.1%	6%	0%	-1.6%	-8.0%	i	0.0%	-0.1%
- CCOC(=O)Cc1cc(=O)n2[nH]c(-c3ccc(Cl)cc3)cc2n1
    -6	-4	-0.5%	19%	0%	-1.3%	-5.0%	i	-0.1%	1.7%
- CCOC(=O)C1C(=O)CC(C)(O)C(C(=O)OCC)C1c1ccc(SC)cc1 (stereo unspecified)
    -4	0	0.2%	3%	4%	-1.3%	-0.5%	i	-0.4%	0.1%
- Cc1cccc(N2CC(C(=O)Nc3nc4ccc(S(C)(=O)=O)cc4s3)CC2=O)c1C (stereo unspecified)
    /	/	1.2%	12%	4%	/	/	/	0.7%	0.2%
- CSc1ncccc1C(=O)OCC(=O)C(C)(C)C
    -12	-5	3.6%	5%	-2%	-0.3%	-16%	i	0.2%	0.4%
- O=C(O)C1CCCN1S(=O)(=O)c1ccc(F)cc1 (stereo unspecified)
    /	/	1.5%	10%	-7%	/	/	/	0.9%	0.1%
- O=C1c2ccccc2C(=O)N1CC1=NCCc2ccccc21
    0	-5	2.0%	3%	-2%	-3.2%	-1.2%	i	0.5%	?
- COc1cc(C)c(NC(=O)C(=S)NCc2ccccc2)cc1C
    -11	-15	2.6%	-6%	0%	-2.5%	-1.1%	i	0.1%	0.1%
- CCOc1ccc(Cl)cc1S(=O)(=O)N1CCC(C(=O)N2CCCC2)CC1
    /	/	1.9%	5%	0%	/	/	/	-0.9%	0.4%[50 µM]
- Cc1cccc(N2CCN(S(=O)(=O)c3ccc4c(c3)CC(C)N4C(=O)C3CC3)CC2)c1C (stereo unspecified)
    /	/	2.7%	4%	-6%	/	/	/	3.4%	0.1%
- COCCCNC(=O)c1cc(C)nc2ccc(F)cc12
    10	27	0.3%	11%	-7%	/	-5.4%	i	-0.1%	4.7%
- Cc1cccc(NC2SC(=O)N(CC(=O)O)C2=O)c1 (stereo unspecified)
    -19	-2	1.2%	11%	-1%	0.6%	-9.8%	i	-0.4%	3.5%
- COc1ccc(S(=O)(=O)N2CCN(C(=O)c3ccco3)CC2)c(C)c1C
    /	/	22%	5%	-10%	/	/	/	-1.1%	0.4%
- CCOC(=O)c1sc(NC(=O)CSc2nc(C)cc(-c3ccccc3)n2)c(C#N)c1C
    12	21	1.0%	0%	-6%	1.9%	-3.8%	i	-0.2%	7.1%
- O=C(NCc1cc(C(F)(F)F)cc(C(F)(F)F)c1)C1CC(c2cccc(F)c2)=NO1 (stereo unspecified)
    /	/	2.2%	19%	-4%	/	/	i	-0.7%	-0.9%
- COc1cc(OC)cc(C(=O)Nc2nc(CC(=O)NCCc3ccccc3)cs2)c1
    /	/	-1.2%	20%	-7%	/	/	/	/	-0.8%[50 µM]
- Cc1ccc(-n2cccc2/C=C2/C(=N)N3C(=NC2=O)SN=C3S(C)(=O)=O)cc1
    -11	3	4.6%	17%	-32%	/	-5.0%	i	1.1%	-0.1%
- NC(=O)N/N=C/c1ccccc1OC(=O)c1ccccc1Br
    -4	9	2.6%	10%	-4%	0.7%	-2.7%	i	-0.2%	-2.4%
- COc1ccc(C(=O)Nc2ccc(Cl)cn2)cc1Cl
    14	23	17%	5%	-1%	6.0%	-4.4%	i	-0.3%	3.5%
- CCc1ccc(NC(=O)CCCN2C(=O)C3CC=CCC3C2=O)cc1 (stereo unspecified)
    /	/	1.3%	-3%	-4%	/	/	/	-0.2%	-0.1%
- CC1(C)Cc2c(C#N)c(N3CCN(C(=O)c4ccco4)CC3)nc(-c3ccco3)c2CS1
    16	-30	12%	33%	-7%	0.7%	-7.2%	i	-0.4%	0.0%

Single records (already shown). Order of screens: WT yeast gro inh | WT yeast gro inh mutant strain | RSV CPE inhibition | SV40 large T antigen | Dengue-2 NS5 capping | ER stress rescue | XIAP antagonists | Yfh1-depleted yeast | West Nile virus CPE | K1F lysis inhibition
Profile of O=C(NCc1cc(C(F)(F)F)cc(C(F)(F)F)c1)C1CC(c2cccc(F)c2)=NO1 (stereo unspecified) = / | / | 2.2% | 19% | -4% | / | / | i | -0.7% | -0.9%
Profile of NC(=O)N/N=C/c1ccccc1OC(=O)c1ccccc1Br = -4 | 9 | 2.6% | 10% | -4% | 0.7% | -2.7% | i | -0.2% | -2.4%
Profile of Cc1cccc(NC2SC(=O)N(CC(=O)O)C2=O)c1 (stereo unspecified) = -19 | -2 | 1.2% | 11% | -1% | 0.6% | -9.8% | i | -0.4% | 3.5%

Continued:
SMILES | WT yeast gro inh | WT yeast gro inh mutant strain | RSV CPE inhibition | SV40 large T antigen | Dengue-2 NS5 capping | ER stress rescue | XIAP antagonists | Yfh1-depleted yeast | West Nile virus CPE | K1F lysis inhibition
O=C(O)CN1C(=O)C2(OCCCO2)c2ccccc21 | 13 | 17 | -0.3% | 10% | -12% | -1.0% | -7.0% | i | 0.8% | 5.1%
CC(C)C(c1nnnn1CCc1ccccc1)N1CCSCC1 (stereo unspecified) | 13 | -8 | 0.2% | 7% | -9% | 3.0% | -18% | i | 0.0% | -0.7%
CN1CCN(P(=O)(c2ccccc2)c2nc3ccccc3s2)CC1 (stereo unspecified) | 7 | 3 | 1.4% | 10% | -2% | -1.6% | 2.7% | i | 0.1% | 0.0%
Cn1c2ccccc2c2cc(C(=O)OCC(=O)N3CC(=O)Nc4ccccc43)sc21 | -6 | 6 | 12% | 2% | -16% | -0.2% | -41% | i | 0.3% | -1.2%
CCCCC(=O)NCc1ccccc1Cl | -5 | -17 | 1.2% | 0% | 1% | -2.2% | -1.3% | i | -0.8% | -0.2%

Screening results deposited in PubChem BioAssay by several laboratories.
